OX1R antagonist = blocks the human orexin 1 receptor. O43613. CHO/OX1R cells, Fluo-8 calcium fluorescence, orexin A. inhibition, % at 5 µM. actives 0.43% (n = 330,000);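 active = inhibition above its plate's threshold, mean inhibition of all tested compounds on the plate plus 3 SD, cut at about 37% in these data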;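 also: 0% = orexin A challenge wells and 100% = SB-334867-A antagonist wells; not every result past the cut was called active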
Target sequence (O43613 whole entry, looked up): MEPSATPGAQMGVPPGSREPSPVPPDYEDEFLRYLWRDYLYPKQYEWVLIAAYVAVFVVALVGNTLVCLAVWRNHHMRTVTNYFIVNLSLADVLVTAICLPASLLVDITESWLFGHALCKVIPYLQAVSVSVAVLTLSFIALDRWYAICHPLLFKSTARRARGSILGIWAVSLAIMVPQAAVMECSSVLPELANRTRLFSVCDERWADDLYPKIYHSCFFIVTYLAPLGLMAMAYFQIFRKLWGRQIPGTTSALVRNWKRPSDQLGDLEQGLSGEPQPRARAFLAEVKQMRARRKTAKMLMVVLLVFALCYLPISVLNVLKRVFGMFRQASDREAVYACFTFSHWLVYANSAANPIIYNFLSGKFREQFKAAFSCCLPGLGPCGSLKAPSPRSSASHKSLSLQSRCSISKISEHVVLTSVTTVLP
CHT PAM = allosteric activators of human choline transporter CHT. Q9GZV3. CHT-expressing cells, membrane potential dye, choline EC20; stronger effect = higher value; LV-AA mutant CHT in HEK293 cells. B-score at 10 µM. actives 0.49% (n = 310,000). AID 488977;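 active = initial fluorescence not abnormally high and integrated response B-score, plate-corrected, over 3 SD above library mean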
Target sequence (Q9GZV3 whole entry, looked up): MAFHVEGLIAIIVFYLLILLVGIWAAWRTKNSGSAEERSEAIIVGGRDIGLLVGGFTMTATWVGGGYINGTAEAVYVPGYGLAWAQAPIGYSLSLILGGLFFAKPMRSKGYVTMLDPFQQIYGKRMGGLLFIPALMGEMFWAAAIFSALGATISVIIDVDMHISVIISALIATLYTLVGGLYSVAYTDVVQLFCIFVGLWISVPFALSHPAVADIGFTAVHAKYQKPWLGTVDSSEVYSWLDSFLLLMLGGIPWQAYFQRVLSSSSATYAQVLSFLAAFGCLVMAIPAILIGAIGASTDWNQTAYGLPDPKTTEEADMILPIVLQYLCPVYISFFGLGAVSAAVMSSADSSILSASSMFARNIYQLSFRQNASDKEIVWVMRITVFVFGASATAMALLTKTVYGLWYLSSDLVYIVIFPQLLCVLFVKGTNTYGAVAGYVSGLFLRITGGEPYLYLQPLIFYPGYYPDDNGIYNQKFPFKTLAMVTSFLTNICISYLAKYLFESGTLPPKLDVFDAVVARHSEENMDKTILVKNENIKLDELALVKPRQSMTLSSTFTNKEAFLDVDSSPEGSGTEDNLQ
An asterisk follows results filed as active; i = inactive; / = no result given.

SMILES	OX1R antagonist	CHT PAM
O=C(C1CC1)N1CCN(c2ccc(O)cc2)CC1	5.6	i
COC(=O)c1c(NC(=O)CN2CCN(S(=O)(=O)c3ccccc3[N+](=O)[O-])CC2)sc2c1CCC(C)C2 (stereo not drawn)	-6.0	i
CCOC(=O)CSC1=Nc2ccccc2C2=NC(CC(=O)NCc3ccc4c(c3)OCO4)C(=O)N12 (stereo not drawn)	-22.1	i
CCC(=O)Nc1ccc(C(=O)NCCCn2ccnc2)cc1	-22.5	i
O=C(CN1CCN(S(=O)(=O)c2ccccc2)CC1)Nc1cccc(C(F)(F)F)c1	-0.6	i
COc1cccc(/C=C/C(=C2/C(=O)N(c3ccccc3)N=C2C)c2ccccc2)c1OC	-14.3	i
CC(C)C(C(=O)O)N1C(=O)/C(=C/c2cccn2C)SC1=S (stereo not drawn)	3.3	i
CCOc1cc(C(=O)Nc2cccc3ncccc23)cc(OCC)c1OCC	-27.0	i
CC1CCCCN1C(=O)CCn1c(=O)oc2ccccc21 (stereo not drawn)	-14.7	i
CCOc1ccc2nc(NC(=O)C3=NNC(=O)CC3)sc2c1	-14.5	i

Molecules from the list above that have nitrogen in an aromatic ring:
SMILES	OX1R antagonist	CHT PAM
CCC(=O)Nc1ccc(C(=O)NCCCn2ccnc2)cc1	-22.5	i
CC(C)C(C(=O)O)N1C(=O)/C(=C/c2cccn2C)SC1=S (stereo not drawn)	3.3	i
CCOc1cc(C(=O)Nc2cccc3ncccc23)cc(OCC)c1OCC	-27.0	i
CC1CCCCN1C(=O)CCn1c(=O)oc2ccccc21 (stereo not drawn)	-14.7	i
CCOc1ccc2nc(NC(=O)C3=NNC(=O)CC3)sc2c1	-14.5	i

The results go on:
SMILES	OX1R antagonist	CHT PAM
O=C(NCCCN1CCCC(O)C1)c1cc(COc2ccc(F)cc2F)on1 (stereo not drawn)	-13.2	i
COc1ccc(N2CCN(S(=O)(=O)CCNC(=O)c3cccs3)CC2)cc1	-22.8	i
CN(C(=O)c1ccc(-c2nn(C)c(=O)c3ccccc23)cc1)C1CCCCC1	-37.2	i
NS(=O)(=O)c1ccc(CCNCc2ccccc2OCc2ccc(Cl)cc2)cc1	-3.9	i
CCc1ccc(N(C(=O)c2ccoc2C)C(C(=O)NC2CCCC2)c2ccc(OC)cc2)cc1 (stereo not drawn)	-10.9	i
COc1ccc(NS(=O)(=O)c2ccc(NC(=O)C(C)(C(F)(F)F)C(F)(F)F)cc2)nn1	-2.1	i
COc1ccc(N2CCN(CC(=O)Nc3cccc(S(=O)(=O)N4CCOCC4)c3)CC2)cc1	-3.8	i
Cc1ccc(NC(=O)CSc2nnc(CNC(=O)c3c(F)cccc3Cl)o2)cc1	-23.8	i
CSc1ncccc1C(=O)OCC(=O)c1ccccc1	0.8	i
O=C(c1ccccc1Nc1ccc(SC(F)F)cc1)N1CCCCC1	-30.0	i
Cc1cc(C)c(C)c(OCC(=O)N2CCN(c3ccccn3)CC2)c1	-14.2	i
O=C(CN1CCOCC1)Nc1ccc2c(c1)OCO2	-10.6	i
COC(=O)c1ccccc1NC(=O)CN1CCC(C)CC1	-15.6	i
O=C(NCc1nnc(SCc2ccc(F)cc2)n1-c1ccc(F)cc1)C12CC3CC(CC(C3)C1)C2	-35.8	i
O=C(Cc1ccccc1Cl)Nc1cccc(S(=O)(=O)N2CCCCCC2)c1	12.1	/
O=C(O)c1ccc(CN2CCCCC2)o1	7.0	i
Cc1nc2ccc([N+](=O)[O-])cc2[nH]1	-19.5	i
CC(C)N(C(=O)COC(=O)c1ccc(O)cc1)C(C)C	0.3	i
COc1ccc(C(=O)CSc2nnc(CN3CCCCC3)n2-c2ccc(Cl)cc2)cc1OC	-18.0	i
COc1ccc(-c2noc3c2-c2nc(-c4ccccc4C)sc2CC3)cc1	-62.2	i
C/C(=N/NC(=S)Nc1ccccc1)c1ccc2c(c1)OCO2	-6.0	i
Cn1c(SCc2ccc(Cl)cc2)nnc1C1CC1	-21.2	i
COc1ccc(/C=N/NC(=O)CSc2nnc(CCCc3ccc(OC)c(C)c3)o2)cc1	-28.2	i
COc1ccc(CNc2ccc(-c3ccccc3OC)nn2)cc1	-23.6	i
COc1ccc(S(=O)(=O)N2CCC(C(=O)N3CCCCC3)CC2)cc1Cl	-25.0	i
Cc1ccc2nc(SCC(=O)Nc3ccc(C)c([N+](=O)[O-])c3)[nH]c2c1	-9.2	i
COC(=O)c1ccccc1S(=O)(=O)N1CCC(C(=O)N2CCC2)CC1	-21.2	/
CN1CCN(CC(=O)Nc2ccc(OCc3ccccc3)cc2)CC1	-0.9	i
CC1CCC(CN2CCN=C2N(C)C)CC1 (stereo not drawn)	-2.2	i
O=C(c1cccc2ccccc12)N1CCC(N2CCN(c3ccccc3)CC2)CC1	-21.4	i
Cc1c(C(=O)OCC(=O)NC(=O)NC2CCCCC2)cccc1[N+](=O)[O-]	-4.9	/
COc1ccc2c(COC(=O)c3cccc(S(=O)(=O)NCC(C)C)c3)cc(=O)oc2c1	46.0*	i
Clc1ccc2oc(SCc3cccnc3)nc2c1	-29.4	i
CC(=O)c1cccc(N=Nc2c(C)[nH]c3ccccc23)c1	13.0	i
O=C(O)c1ccc(C(=O)Nc2ccc(F)cc2)cc1	2.9	i
Cn1nc(C(=O)NNC(=O)C(CCC(N)=O)NS(=O)(=O)c2ccc(Cl)cc2)c2ccccc2c1=O (stereo not drawn)	-1.4	/
O=C(NCc1ccccc1Cl)C1CCN(S(=O)(=O)c2cccc3nonc23)CC1	-14.8	i
O=C(O)Cc1csc(NC(=O)CSc2cccc(C(=O)O)n2)n1	0.7	i
CC(=O)c1c(C)[nH]c(C(=O)CSc2nnc(-c3cccs3)n2Cc2ccccc2)c1C	-25.6	i
CCN(Cc1cccc(OC)c1)CC1CCCN(CCc2cccc(OC)c2)C1 (stereo not drawn)	-37.4	i
Cc1ccc(NC(=O)Cn2cnc3c(cnn3C(C)(C)C)c2=O)cc1	-0.1	i
O=C(CN(CC1CCCO1)C(=O)CNS(=O)(=O)c1ccc(Cl)cc1)NCCc1ccccc1 (stereo not drawn)	-29.4	i
Cn1c(SCC(=O)NC2CCS(=O)(=O)C2)nc2ccccc21 (stereo not drawn)	-8.3	/
O=C(Cn1c2c(c(-c3ccccc3Cl)cc1=O)CCC2)NCCCN1CCOCC1	-22.4	i
CCC(CC)NC(=O)COC(=O)c1ccc(OCC(=O)Nc2ccccc2OC)c(OC)c1	-11.3	i
CCNC(=S)NCc1ccc(OC)c(OC)c1	-3.7	i
CCC(c1nnnn1C1CCCC1)N1CCN(Cc2ccccc2)CC1 (stereo not drawn)	-37.6	i
Cc1ccc(CNS(=O)(=O)c2cn(C)cn2)cc1	-20.4	i
CCn1ncc(C2=NOC(C(=O)N3CCN(c4ccccc4)CC3)C2)c1C (stereo not drawn)	-19.3	i
Cc1ccc(C(C(=O)NCCc2ccccc2)N(C(=O)c2csnn2)C2CC2)o1 (stereo not drawn)	-14.6	i

The listing continues.
SMILES	OX1R antagonist	CHT PAM
O=C(CNC(=O)Cc1ccccc1)NCC(=O)OCc1ccc(C(=O)c2ccccc2)cc1	-23.1	i
CC(=O)Nc1cccc(NC(=O)c2cc(Cl)ccc2Cl)c1	-18.5	i
CC(=O)Nc1ccc(-c2cn3cc(C)ccc3n2)cc1	-18.7	i
COc1cccc(CC(NC(C)=O)C(=O)NC2CCN(c3nnnn3-c3ccccc3)CC2)c1 (stereo not drawn)	-9.3	i
COC(=O)c1[nH]c2ccccc2c1Sc1ccccc1	/	i
O=C(O)CCCN1C(=O)C2C3C=CC(C2C1=O)C1C(=O)N(CCCC(=O)O)C(=O)C31 (stereo not drawn)	-5.0	i
CC(C(=O)Nc1ccc(S(=O)(=O)N2CCCC2)cc1)N(C)CC(=O)Nc1cccc(F)c1 (stereo not drawn)	-21.2	/
CCCCN(CCCC)C(=O)C1(P(=O)(c2ccccc2)c2ccccc2)CCC1	-51.1	i
N#CCCN(C(=O)COC(=O)C1CCN(c2ccc(C(F)(F)F)cn2)CC1)c1ccc(F)cc1	-21.2	i
CCC1CO/C(=C(\C(Cl)=C(Cl)Cl)[N+](=O)[O-])N1 (stereo not drawn)	-11.2	i
CCOC(=O)c1cc(-c2ccc(OC)cc2F)nc2c1c(C)nn2CCC#N	-20.6	i
Cc1ccc(NC(=O)CSc2nnc(-c3ccccn3)n2N)cc1F	-26.7	i
O=C(CCC1COc2ccccc2O1)N1CCCC1 (stereo not drawn)	-12.7	i
NC(=O)CC(NC(=O)Cc1ccc(Br)cc1)c1ccc(NCCc2cccc(F)c2)c([N+](=O)[O-])c1 (stereo not drawn)	7.0	i
CCOCCc1nnc(NC(=O)c2cccc(F)c2)s1	-14.0	i
COc1ccc(C(NC(N)=O)c2ccccc2)cc1 (stereo not drawn)	-1.0	i
CC1CCCN(S(=O)(=O)c2ccc(C(=O)Nc3nnc(-c4ccccn4)o3)cc2)C1 (stereo not drawn)	-12.8	i
CCn1c(Cn2nnc(-c3ccccc3)n2)nnc1SCC(=O)Nc1ccc(N(C)C)cc1	-12.3	i
Cc1c(OCC(=O)N2CCC(C(N)=O)CC2)ccc2c3c(c(=O)oc12)CCC3	7.8	i
C=CCOC(=O)C1=C[C@@H](c2ccc(C(F)(F)F)cc2)[C@H](CCCO)[C@@H](OCC)O1	-45.9	i
COc1ccc(CNC(=O)CSc2ncn[nH]2)cc1	-13.4	i
O=C(CSc1nnc(C2COc3ccccc3O2)o1)N1CCN(c2ccccc2)CC1 (stereo not drawn)	-3.8	i
C=CCNC(=O)c1cc2cccc(OC)c2oc1=O	-10.7	i
COc1ccc(N(CC(=O)NC2CCCC2)C(=O)c2csnn2)cc1	-12.4	i
O=C(NC(=S)NC1CCS(=O)(=O)C1)c1ccccc1 (stereo not drawn)	-5.7	i
CC(C)(C)NC(=O)NC(=O)COC(=O)c1ccco1	-3.8	i
Cn1cccc1Cc1nnc(SCC(=O)NCC2CCCO2)n1-c1ccc(F)cc1 (stereo not drawn)	-8.7	i
CCOC(=O)CSC1=NC(=O)/C(=C\c2ccc(OC(C)=O)cc2)S1	-8.3	i
COc1cccc(C(=O)OC(C)C(=O)NCC2CCCCC2)c1 (stereo not drawn)	-23.0	/
O=C(c1ccc(Cl)cc1)c1ccc(OCC(O)CN2CCCCC2)cc1 (stereo not drawn)	-30.4	i
COc1ccc(C(=O)NCc2nnc(SCC(=O)Nc3cc(C)on3)o2)cc1OC	-12.4	i
Cc1cccc(OCC(=O)NC(C)C(=O)N/N=C/c2c(OCc3ccccc3)ccc3ccccc23)c1 (stereo not drawn)	2.5	i
CCOC(=O)c1cc2c(ccn2-c2ccc(F)cc2)n1CC(=O)N(CC)CC	-16.6	i
CCOC(=O)N1CCN(C(=O)c2ccccc2NC(=O)c2ccc(C(C)(C)C)cc2)CC1	-26.1	i
CCOC(=O)Cn1cc(/C=C/[N+](=O)[O-])c2ccccc21	-7.2	i
N/C(=N\OC(=O)CCC1CCCCC1)c1ccccn1	-5.5	i
COc1ccc(OCC(=O)Nc2cccc3cccnc23)cc1	27.9	i
CC1=C(C#N)C(c2ccccc2)C2=C(N1)c1ccccc1C2=O (stereo not drawn)	-8.7	i
CC(=O)c1cccc(NC(=O)c2ccc(S(=O)(=O)N3CCCC3)cc2)c1	-9.9	i
CCOC(=O)C1=C(COC(=O)c2ccco2)NC(=O)NC1CC (stereo not drawn)	-26.1	/
O=[N+]([O-])c1ccc(NS(=O)(=O)c2cccc3cccnc23)cc1	-18.3	i
Fc1ccc(-c2nc3ccncc3[nH]2)cc1	-21.0	7.92*
Cc1c(O)cc2c(c1O)C(=O)CC(c1ccccc1)O2 (stereo not drawn)	105.1*	i
CCOC(=O)CC1C(=O)NCCN1C(=O)c1ccc(Cl)cc1 (stereo not drawn)	-9.0	i
O=C(NCc1ccccc1Cl)C1CCC(=O)N(CCCN2CCCC2=O)C1 (stereo not drawn)	-12.0	i
CCC(C)NS(=O)(=O)c1ccc(OCC(=O)NCc2ccc3c(c2)OCO3)cc1 (stereo not drawn)	-12.7	i
O=C(COc1ncnc2cc(Cl)ccc12)c1ccccc1	-21.1	i
O=C(NCC1CCN(Cc2ccccc2F)CC1)C1CCCN(c2ncnc3c2nc2n3CCCCC2)C1 (stereo not drawn)	-29.6	i
COc1ccc(C(CC(=O)O)NC(=O)c2sc3ccccc3c2Cl)cc1 (stereo not drawn)	-8.8	i
O=C(O)c1[nH]c2ccccc2c1C(c1cccc(O)c1)c1c(C(=O)O)[nH]c2ccccc12	-8.8	i

Reformatted in markdown: part of the list above.
| smiles | OX1R antagonist | CHT PAM |
| --- | --- | --- |
| CC1CCCN(S(=O)(=O)c2ccc(C(=O)Nc3nnc(-c4ccccn4)o3)cc2)C1 (stereo not drawn) | -12.8 | i |
| CCn1c(Cn2nnc(-c3ccccc3)n2)nnc1SCC(=O)Nc1ccc(N(C)C)cc1 | -12.3 | i |
| Cc1c(OCC(=O)N2CCC(C(N)=O)CC2)ccc2c3c(c(=O)oc12)CCC3 | 7.8 | i |
| C=CCOC(=O)C1=C[C@@H](c2ccc(C(F)(F)F)cc2)[C@H](CCCO)[C@@H](OCC)O1 | -45.9 | i |
| COc1ccc(CNC(=O)CSc2ncn[nH]2)cc1 | -13.4 | i |
| O=C(CSc1nnc(C2COc3ccccc3O2)o1)N1CCN(c2ccccc2)CC1 (stereo not drawn) | -3.8 | i |
| C=CCNC(=O)c1cc2cccc(OC)c2oc1=O | -10.7 | i |

(next part)
SMILES	OX1R antagonist	CHT PAM
COc1ccc(N2CCN(CC(O)COC(c3ccc(F)cc3)c3ccc(F)cc3)CC2)cc1 (stereo not drawn)	/	i
COc1cc(NC(=O)Cn2cnc3sc(C)c(S(=O)(=O)N4CCN(C)CC4)c3c2=O)cc(OC)c1OC	-20.4	i
O=C1CNC(=S)N1C1CCCCCC1	-11.1	i
O=C1Nc2ccccc2N(O)N1c1ccc(S(=O)(=O)N2CCOCC2)cc1	-1.5	i
CC(=O)OC(C(=O)NC1CCCCC1)c1ccc(C#N)cc1 (stereo not drawn)	-4.8	i
Cc1ccc(S(=O)(=O)N(C)C)cc1NC(=O)CCc1ccccc1	-25.1	i
COc1ccc(/C=N/N2C(=O)CSC2=S)cc1	-5.9	i
COc1cc(O)c2c(=O)c3c(O[C@H]4O[C@@H](CO)[C@H](O)[C@@H](O)[C@@H]4O)ccc(O)c3oc2c1	2.3	/
